# mHTT CaM bind: mHTT-calmodulin interaction abrogation | AlphaScreen His-mHTT/GST-CaM binding, luminescence | inhibition, % at 15 µM | hit rate 3.6% among 190,000;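 note: 0% = both proteins with DMSO and 100% = one protein alone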
# Pf apPOL inh: Pf-apPOL DNA polymerase inhibition. Recombinant Pf-apPOL, molecular beacon fluorescence, 1.5 h. inhibition, % at 10 µM. hit rate 0.25% among 210,000. AID 1794808
# * = called active by the depositor; . = not tested or not shown; & = joins results of further samples. Cut-off read from the data, not from the text of the source: active = inhibition above about 50%; inactive = the rest. Not a hit list; 3.6% or so of the library scored in one or more.
SMILES	mHTT CaM bind	Pf apPOL inh
O=C(CCc1csc(NC(=O)c2ccccc2)n1)Nc1ccc(OC(F)(F)F)cc1	-5	1
O=C(Nc1cccc(Cl)c1)c1cc(S(=O)(=O)NCCc2ccccc2)ccc1F	51*	-4
COc1ccc(C(=O)NCC2COc3ccccc3O2)c(OC)c1 (centres undefined)	8	-6
O=C(CSc1ccc(Cl)cc1)N1CCOCC1	-9	-3
Cc1c(C(=O)Nc2ccc(F)c(F)c2)oc2ccc(S(=O)(=O)N3CCCCC3)cc12	-12	-9
CC(=O)Nc1ccc(SC[C@H](C)CN2CC[C@H](O)CCC2=O)cc1	4	0
Cc1ccc(C(=O)Cn2c(NCCO)nc3ccccc32)cc1	-2&2	-13&-4
CCc1nn(-c2ccc(F)cc2)c(CC)c1C(=O)NC1CC1	-1	-6
Cn1nc(C(C)(C)C)cc1C(=O)Nc1ccccc1-c1ccccc1	.	-3
CC(=O)OC1CS(=O)(=O)CC1OC(C)=O (centres undefined)	0	-4
O=[N+]([O-])c1ccc(OCC(Br)C(Br)c2cccc([N+](=O)[O-])c2)cc1 (centres undefined)	-6	7
CCc1cc2c(N3CCN(c4ccccn4)CC3)ncnc2s1	-2	-2
Cc1ccc(NC(=O)N2CCc3c(c(COCc4ccccc4)nn3C)C2)cc1C	36	-3
Cc1ccc(C=C2Oc3c(ccc(O)c3CN3CCCCC3)C2=O)cc1	17	-23
CSc1ccc(C=C2C(=O)OC(C)(C)OC2=O)s1	.	-3
COc1cccc(C(=O)N2CCC(CCOc3ccccc3F)CC2)c1	8	-4
O=C(NC1CCCC1)N1CCC2(C1)C(=O)Nc1ccccc12 (centres undefined)	1	-7
COc1ccc(Cl)cc1NC(=O)COc1cc(C)ccc1C(C)C	-9	-1
Cc1ccsc1/C=c1\sc2nc(-c3ccc(Br)cc3)nn2c1=O	-1	2
Fc1ccc(CN2CCCN(c3ncccc3-c3nc(C4CC4)no3)CC2)cc1	-36	2
Cc1ccccc1-n1nc2c(c1NC(=O)c1ccc(Cl)c([N+](=O)[O-])c1)CSC2	56*	-6
Nc1nonc1-c1noc(COc2ccc(I)cc2)n1	0	3
Cc1ccc(OCCn2nc3ccccc3n2)c(C)c1	-56	-3
CN(C)/C=C1\C(=O)N(c2ccc([N+](=O)[O-])cc2)N=C1c1ccccc1	25	59*
O=C1C(=Cc2cccnc2)Oc2c1ccc(O)c2CN1CCCCC1	-2	-10
O=C(Nc1nc(-c2nc3ccccc3s2)cs1)c1c(F)cccc1F	-15	1
Cc1ccccc1C1Nc2ccc3ncccc3c2C2=C1C(=O)CC(C)(C)C2 (centres undefined)	28	7
Cc1nn(C)c(C)c1-n1nncc1C	.	-13
Cc1ccccc1NC(=O)CCN1C(=O)C2CC=C(Cl)CC2C1=O (centres undefined)	6	7
Cc1oc(C2CCN(C(=O)c3ccc(C(C)(C)C)cc3)CC2)nc1C(=O)N(C)C	3	-3
CCOc1ccc(C(=O)N2CCCN(c3cc(-c4ccc5c(c4)OCO5)[nH]n3)CC2)cc1	12	4
O=c1cc(CO)[nH]cc1OCc1ccccc1	.	-11
CC(=O)Nc1ccc(S(=O)(=O)N2CCC(c3ccncc3)CC2)cc1	-5	1
N#C/C(=C\c1c(Cl)cccc1Cl)c1nc2ccccc2c(=O)[nH]1	-3	-10
Cc1cc(=O)n(CC(=O)Nc2ccccc2Cl)c(N2CCCC2)n1	-17	-2
COc1ccccc1NC(=O)c1ccccc1NS(=O)(=O)c1ccc(C)cc1	1	-16
O=C(Cc1cccc(F)c1)N1CCCCC1c1nncn1CC1CC1 (centres undefined)	-1	0
CCN(C(=O)Cc1ccc(F)cc1)c1ccccc1	-5	0
COc1ccc(-c2coc3cc(OC(=O)c4ccco4)ccc3c2=O)cc1	-5&-4	-4&-2
COc1ccc2c(CN3CCCCCCC3)cc(=O)oc2c1	10	-6
CC(C)N(C(=O)C1CCCCC1C(=O)O)C(C)C (centres undefined)	-4	-4
COc1ccc2oc(=O)c(C(=O)Nc3ccc(NC(C)=O)cc3)cc2c1	1	7
Cc1cc(C2CCCN2C(=O)c2cc(F)ccc2F)on1 (centres undefined)	4	2
Cc1nc(-c2ccncc2)nc2c1CCC(=O)N2Cc1cccs1	6	-3
CCCCC(=O)Nc1c2c(nn1-c1cccc(C)c1C)CS(=O)C2 (centres undefined)	-3	-1
O=C(NC1CC1)c1cc(-c2cccc(F)c2)ns1	-6	-3
CCc1ccccc1NC(=O)CN(c1ccc(OC)cc1OC)S(C)(=O)=O	1	-11
O=C(NCCCO)C(=O)NCC1COC2(CCCC2)O1 (centres undefined)	0	49
COc1cc(OC)c2c(=O)cc(-c3ccccc3)oc2c1	13	-13
O=c1c(NCCc2cccnc2)nc2ccncc2n1Cc1ccccc1	-4	2

# Remaining list, next part
SMILES	mHTT CaM bind	Pf apPOL inh
CC(=O)N1CCc2nn(CC(=O)Nc3ccc(C(F)(F)F)cc3)c(=O)cc2C1	-15	-6
CC(=O)Nc1ccc(S(=O)(=O)NCCCN2CCOCC2)cc1	-16	-4
CC(=O)N1N=C(c2ccc(Br)cc2)CC1c1ccc2ncccc2c1 (centres undefined)	46	0
COc1ccc(CNC(=O)C2CCN(S(=O)(=O)c3ccc(Br)s3)CC2)cc1	-4	-2
O=C(O)CCN=C(NS(=O)(=O)c1ccccc1)c1ccccc1	-6	-2
CCNC(=O)c1cc2cc(Br)ccc2[nH]1	5	1
Oc1[nH]c2ccccc2c1N=Nc1nn[nH]n1	-9	.
Fc1ccc(CN2CCCCCCC2)cc1F	-3	0
COc1cccc(CNC(=O)C2(C)CCCN(C(=O)c3ccc(F)c(F)c3)C2)c1 (centres undefined)	0	-3
O=C(NCc1ccc(F)cc1F)C1CCN(c2cc(N3CCOCC3)ncn2)CC1	-6	-6

# (cont.)
SMILES | mHTT CaM bind | Pf apPOL inh
CCOc1ccccc1NC(=O)CN1C(=O)c2ccccc2C1=O | 0 | -7
CCC(=O)Nc1cccc(NC(=O)CC(C)C)c1 | -2 | 3
CCOc1ccc(N(CC(=O)NC2CCCC2)S(=O)(=O)c2ccc(OC)c(OC)c2)cc1 | 1 | -4
COc1ccccc1N1C(=O)CC(N2CCN(c3ccc([N+](=O)[O-])cc3)CC2)C1=O (centres undefined) | 27 | -10
Cc1ccc(C(=O)N2CCCC(COc3ccc(C(=O)N4CCOCC4)cc3)C2)c(C)c1 (centres undefined) | -8 | -17
Cc1ccc(-c2cc(C(=O)N3CCCCC3C(=O)NCC3CC3)no2)cc1 (centres undefined) | -2 | -7
CCOC(=O)C12CC1/C(=N\O)c1ccccc1O2 (centres undefined) | . | -9
C=CCCC(=O)NC1CC(O)C(CO)C1 (centres undefined) | -6 | -3
CC(C)CC(=O)N1CC(c2nc(-c3ccccc3)no2)C2(CCOCC2)C1 (centres undefined) | -2 | -1
COc1ccc(C2CN(C(=O)C3CC3)CC2C(=O)N2CCCC2)c(OC)c1 (centres undefined) | 4 | -7
COc1cccc(C=NNC(=S)Nc2cc(C(F)(F)F)cc(C(F)(F)F)c2)c1O | . | -43&-76
O=C(CN1C2=NCCCN2c2ccccc21)c1ccc(Cl)c(Cl)c1 | 10 | -2
CC(=O)N1CCc2cc(Br)cc(S(=O)(=O)N3CCCC(C)C3)c21 (centres undefined) | 5 | -5
CCC(C)NS(=O)(=O)c1c(C)cc(C)cc1C (centres undefined) | -9 | .
CCOc1ccc(-c2cc(C(=O)NCC3CCCN3CC)c3ccccc3n2)cc1 (centres undefined) | -14 | -8
COc1cccc(CNC(=O)C2CCCN(c3ccc(-c4ccc(Cl)cc4)nn3)C2)c1 (centres undefined) | 10 | -13
CCCCN(CCCC)S(=O)(=O)c1ccc2oc(C(=O)NCCN3CCOCC3)c(C)c2c1 | -7 | -5
CC(=O)NCCc1ccc(S(=O)(=O)N(C)C)cc1 | -1 | -10
CC1CCN(c2ccc(N3CCC(C(=O)NCc4ccc(Cl)cc4)CC3)nn2)CC1 | 5 | -8
O=C(O)c1cc([N+](=O)[O-])ccc1Sc1cccs1 | . | -1

# Reprinted at random: three entries already listed, in no set order.
SMILES | mHTT CaM bind | Pf apPOL inh
CCOc1ccccc1NC(=O)CN1C(=O)c2ccccc2C1=O | 0 | -7
CC(=O)N1CCc2cc(Br)cc(S(=O)(=O)N3CCCC(C)C3)c21 (centres undefined) | 5 | -5
CCOC(=O)C12CC1/C(=N\O)c1ccccc1O2 (centres undefined) | . | -9

# Additional compounds follow.
SMILES | mHTT CaM bind | Pf apPOL inh
O=C(Nc1cnc(N2CCCCC2)nc1)c1ccc(F)cc1F | 2 | -7
O=C(c1ccc(Cl)cc1)N1CCCc2ccccc21 | -12 | -2
C=CCn1cc(/C=C2\C(=O)NC(=O)N(c3ccc(F)cc3)C2=O)c2ccccc21 | 10 | 3
Cc1ccccc1NC(=O)CC(Cc1ccccc1)C1CCOC(C)(C)C1 (centres undefined) | -1 | -4
COc1ccc(Br)cc1C=C1Oc2cc(OCC(C)=O)ccc2C1=O | 3 | 4
COc1cc(C=CC(=O)c2ccc(Br)cc2)ccc1OC(=O)c1cccnc1 | -5 | -26
Cc1noc(C)c1S(=O)(=O)N1CCC(C(C)C(=O)NC(C)C)CC1 (centres undefined) | -5 | 0
COc1cc(N=Cc2nc(-c3ccccc3Br)oc2O)c(C(=O)O)cc1OC | -1 | 5
Cc1c(F)cccc1N1CCC(C(=O)NCCc2ccccn2)C1=O (centres undefined) | 4 | -2
COc1ccc(OC(=O)c2c(C)nn(-c3ccccc3)c2C)cc1 | . | -8
Cc1ccc(S(=O)(=O)N(c2cccc([N+](=O)[O-])c2)C(F)F)cc1 | 12 | -5
COc1ccc(C=C2Oc3cc(OCC(=O)c4ccccc4)ccc3C2=O)c(OC)c1OC | 7 | 3
CC1=C(c2ccc(C)c(C)c2)S(=O)(=O)N=C1N1CCCN(C(=O)C(C)C)CC1 | -10 | 0
O=C(NC1CC2CC1CN2C(=O)c1cc2c(s1)CCCC2)c1cccs1 (centres undefined) | 34 | -6
CSc1cccc(NC(=O)c2nnn(Cc3cccc(Cl)c3)c2N)c1 | 11 | -3
COc1cc(C)c(CN(C)C2CCN(C)CC2)cc1C | 0 | -2
O=c1c(-c2ccccc2)c1-c1ccccc1 | . | -14
Oc1c(Cl)cc(Cl)cc1C=NN=Cc1cc(Cl)cc(Cl)c1O | . | 1
CCN(CC)C(=O)Cn1cnc2sc(C(=O)Nc3ccc(C)c(F)c3)c(C)c2c1=O | -1 | -7
Cn1c(=O)c(N2CCN(C(=O)c3cc(F)ccc3Cl)CC2)nc2ccncc21 | 0 | 0

# Some of the entries so far, field by field:
O=C(NC1CC2CC1CN2C(=O)c1cc2c(s1)CCCC2)c1cccs1 (centres undefined)
  mHTT CaM bind = 34	Pf apPOL inh = -6

CSc1cccc(NC(=O)c2nnn(Cc3cccc(Cl)c3)c2N)c1
  mHTT CaM bind = 11	Pf apPOL inh = -3

COc1cc(C)c(CN(C)C2CCN(C)CC2)cc1C
  mHTT CaM bind = 0	Pf apPOL inh = -2

O=c1c(-c2ccccc2)c1-c1ccccc1
  mHTT CaM bind = .	Pf apPOL inh = -14

# (cont.)
SMILES | mHTT CaM bind | Pf apPOL inh
CCOC(=O)c1cc(-c2ccccc2)[nH]c(=O)c1C#N | . | -1
Cc1cccc(NC(=O)c2cc3c(CO)cnc(C)c3oc2=Nc2cccc(F)c2)c1 | 7 | -2
Cc1cc(C)nc(Oc2c(Cl)cc(Cl)cc2Cl)n1 | 6 | -13
CCSc1nn2c(=O)c(C)nnc2s1 | 0 | -1
Cc1ccc(C(C)NC(=O)CN2C(=O)NC3(CCCCC3)C2=O)cc1 (centres undefined) | 5 | -2
C=CCn1c(-c2sc3nnc(-c4ccccc4)c(-c4ccccc4)c3c2N)n[nH]c1=S | . | -7
CC(=O)N(CN1C(=O)c2ccc(Br)cc2C1=O)c1cccc(C(=O)O)c1 | -2 | 5
Cc1ccc(NC(=O)CSc2nc3c(cc2C#N)C(=O)CC(C)(C)C3)cc1 | -8 | -7
CCCN(CCC)C(=O)c1c(NC(=O)c2cccnc2)sc2c1CCCCC2 | 1 | -6
C=CCn1c(CSc2nc3ccccc3s2)nnc1SCC(=O)N1CCCCC1 | 3 | -12
Oc1ccccc1-c1nc(Cl)c2ccccc2n1 | -2 | 2
Cc1nccn1-c1ccc(CNC(=O)c2cccnc2)cc1 | 0 | 0
CC(C)c1cccc(N2C=C(C(=O)N3CCCC3)S(=O)(=O)c3ccccc32)c1 | 9 | -3
COc1cccc(NC(=O)CN2C(=O)C(c3ccc(F)cc3)=NC23CCCCCC3)c1 | -1 | -4
Cc1ccc(C)c(NC(=O)CS(=O)(=O)c2cccc3nsnc23)c1 | 1 | -4
O=C1N[C@H](C(=O)O)CS1 | 0 | .
CN1C(=O)c2ccc(NC(=O)c3ccc(Cl)cc3Cl)cc2C1=O | -3&-3 | 2&-1
COc1ccc(C2=N/C(=C\c3coc4ccc(Cl)cc4c3=O)C(=O)O2)c(Br)c1 | 2 | 3
Cc1cccn2c(=O)c3cc(C(=O)NCCc4ccccc4)c(=N)n(CCc4ccccc4)c3nc12 | -3 | 6
COCCCNC(=O)CSc1nc2ccccc2c2nc(CCn3nc(C)cc3C)nn12 | -2 | -1
COc1ccc(NC(=O)CCCn2c(=O)c3sccc3n(CC(=O)c3ccccc3)c2=O)cc1 | 9 | -3
CNC(=O)c1nsc2ccc(C)cc12 | -1 | 0
COc1ccc(C(CC(=O)O)c2ccc(OC)c(OC)c2)cc1OC | -2 | 0
O=C(c1ccc(F)cc1Cl)N1CCC(c2nc(C3CC3)n[nH]2)CC1 | 0 | -7
COc1ccc(CNC(=O)C2CCN(c3nccnc3Oc3ccccc3)CC2)cc1OC | 9 | -2
Cc1cccc(NC(=O)c2c(O)c3cccnc3n(-c3ccccc3)c2=O)c1C | -1 | -2
C#CC[N+](C)(C)Cc1c(C)ccc2ccccc12 | -4 | .
CCN(CC)C(=O)C1CCCN(Cc2ccccc2Cl)C1 (centres undefined) | -4 | 2

# Screens from PubChem.
